GalR3 antag = blocks the human galanin receptor 3. inhibition, % at 3 µM. AID 651719. HEK293 GalR3-CNG cAMP membrane potential fluorescence; galR3 body fused to GalR1 C-terminus. actives 0.44% (n = 360,000);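 active = inhibition above the screen-wide average plus 3 SD, cut at about 13% in these data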;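 note: forskolin and galanin both at EC90 stimulate the cells; cAMP rise reported by CNG channel membrane potential dye signal; 0% = forskolin plus galanin with DMSO and 100% = forskolin alone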
Target sequence (O60755 1-299 limits assumed): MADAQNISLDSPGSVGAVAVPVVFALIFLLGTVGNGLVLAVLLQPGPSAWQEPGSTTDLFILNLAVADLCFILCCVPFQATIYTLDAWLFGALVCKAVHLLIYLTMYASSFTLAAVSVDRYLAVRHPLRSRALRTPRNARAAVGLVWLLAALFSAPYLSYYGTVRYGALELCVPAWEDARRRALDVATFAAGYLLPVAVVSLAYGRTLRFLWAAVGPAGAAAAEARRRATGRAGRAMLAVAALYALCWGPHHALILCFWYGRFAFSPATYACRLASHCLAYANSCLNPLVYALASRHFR
MEKK2 mut-MEK5 = signal of MEK5 binding to mutant human MEKK2 PB1 domain | bead flow cytometry, Alexa488-MEK5 binding to MEKK2 mutant | percent response, % at 10 µM | actives 0.35% (n = 290,000) | AID 1530; in the data active = percent response above about 24%, passing the limit was not always enough; note: inactives centre near 1; some results filed as inactive read as strong as hits; reference of the scale not given here
OXTR agonist = agonists of human oxytocin receptor; actives 0.32% (n = 320,000); AID 2435; activation, % at 3 µM; CHO-OTR cells, Fluo-8 calcium fluorescence; normalized: DMSO 0%, oxytocin 100%;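 active = activation above the mean of all tested compounds plus 3 SD, cutoff set per screening run, cut at about 20% in these data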;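 note: peak over basal fluorescence ratio from a 100 s FLIPR kinetic read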
NALP1 inh = blocks the NALP1 inflammasome reconstituted in yeast; inhibition, % at 10 µM; actives 0.61% (n = 280,000); AID 2071; S. cerevisiae NALP1/ASC/caspase-1 growth, X-gal OD620, 72 h; in the data active = inhibition mostly above about 24%, no sharp cut-off; inactive = mostly below about 32%; note: some compounds called inactive have numbers as strong as hits
MEKK2wt PB1 HTS = raises or lowers MEK5 binding to wildtype human MEKK2 PB1 domain | Q9Y2U5 | bead flow cytometry, Alexa488-MEK5 binding to MEKK2 WT; actives lie on both sides | binding response (% of control), % at 10 µM | actives 1.1% (n = 290,000) | AID 1531; in the data active = binding response below about 67% or above about 130%
V1R ag counter = counter-screen for oxytocin receptor agonists: human V1a receptor agonists; CHO-V1R cells, Fluo-8 calcium fluorescence, agonist mode; 0% DMSO, 100% 3 nM vasopressin; P37288; actives 0.25% (n = 320,000); activation, % at 3 µM;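 active = activation above the mean activation of all tested compounds plus 3 SD, per screening run, cut at about 20% in these data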;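 note: signal is peak over basal fluorescence ratio across a 100 second FLIPR read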
Target sequence (P37288 whole entry, looked up): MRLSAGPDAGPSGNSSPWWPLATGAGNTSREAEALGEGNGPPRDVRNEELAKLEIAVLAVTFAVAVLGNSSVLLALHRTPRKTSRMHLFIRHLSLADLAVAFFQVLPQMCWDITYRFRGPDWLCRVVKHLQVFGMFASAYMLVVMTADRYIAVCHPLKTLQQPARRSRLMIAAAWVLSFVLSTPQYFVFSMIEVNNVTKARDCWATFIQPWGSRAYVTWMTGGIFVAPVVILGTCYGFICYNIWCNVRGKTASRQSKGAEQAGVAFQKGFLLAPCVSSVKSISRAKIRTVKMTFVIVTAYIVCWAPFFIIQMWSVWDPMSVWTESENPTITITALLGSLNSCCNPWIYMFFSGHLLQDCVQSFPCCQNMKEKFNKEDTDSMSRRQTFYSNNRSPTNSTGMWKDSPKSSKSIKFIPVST
GPR7 antagonist = antagonists of human GPR7 (neuropeptides B/W receptor 1). GPR7-expressing cells, fluorescence antagonist assay. actives 1.1% (n = 290,000). AID 1861. P48145. inhibition, % at 4.4 µM; in the data active = inhibition above about 16%, passing the limit was not always enough;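 note: cells stimulated with the agonist NPW; 0% = agonist with vehicle and 100% = vehicle without agonist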
MEKK3 PB1 HTS = MEKK3-MEK5 PB1 interaction, increase or decrease. Q99759. bead-based flow cytometry, Alexa488-MEK5 binding to MEKK3; actives lie on both sides; 0 = blocked by unlabeled MEK5, 100 = vehicle. binding response (% of control), % at 10 µM. actives 1.4% (n = 290,000). AID 1529;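 active = binding response more than 3 SD above or below the average of its plate-row segment, actives on both sides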;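 note: Alexa488 bead fluorescence after subtracting the streptavidin-only scavenger bead signal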
PHOSPHO1 block = inhibitors of human PHOSPHO1 phosphatase | Q8TCT1 | recombinant PHOSPHO1, absorbance phosphatase assay | inhibition, % at 13.3 µM | actives 1.1% (n = 290,000) | AID 1565; in the data active = inhibition above about 60%
Target sequence (Q8TCT1 whole entry, looked up): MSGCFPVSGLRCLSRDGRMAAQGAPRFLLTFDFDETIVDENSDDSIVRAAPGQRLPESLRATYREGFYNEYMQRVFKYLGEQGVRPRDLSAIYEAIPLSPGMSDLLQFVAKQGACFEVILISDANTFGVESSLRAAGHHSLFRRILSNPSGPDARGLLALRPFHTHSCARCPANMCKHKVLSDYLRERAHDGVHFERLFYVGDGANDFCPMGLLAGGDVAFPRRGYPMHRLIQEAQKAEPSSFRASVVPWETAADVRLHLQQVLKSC
An asterisk follows results filed as active.

For COc1ccc(-n2nnc3c(SCC(=O)Nc4ccccc4F)ncnc32)cc1 the results were GalR3 antag 0, MEKK2 mut-MEK5 -3, OXTR agonist 1.3, NALP1 inh -4, MEKK2wt PB1 HTS 100, V1R ag counter 0.9, GPR7 antagonist -4, MEKK3 PB1 HTS 102 and PHOSPHO1 block -37.
`Cc1onc(-c2ccccc2)c1C(=O)N1CCN(c2ccccc2)CC1` gave GalR3 antag -2, MEKK2 mut-MEK5 4, OXTR agonist -1.5, NALP1 inh 4, MEKK2wt PB1 HTS 103, V1R ag counter 1.1, GPR7 antagonist -8, MEKK3 PB1 HTS 100 and PHOSPHO1 block 23.
Screening CC(=O)Nc1ccc(/C=N/N2C(=O)NC(C)(c3ccc(OC(F)F)cc3)C2=O)cc1 (configuration not stated) returned GalR3 antag -7, MEKK2 mut-MEK5 2, OXTR agonist 55*, NALP1 inh 11, MEKK2wt PB1 HTS 98, V1R ag counter 39*, GPR7 antagonist 39*, MEKK3 PB1 HTS 99 and PHOSPHO1 block 20.
For CCCCC(=O)NNC(=O)c1c(O)c2ccccc2[nH]c1=O the results were GalR3 antag -1, MEKK2 mut-MEK5 3, OXTR agonist -0.5, NALP1 inh 26, MEKK2wt PB1 HTS 95, V1R ag counter 0.2, GPR7 antagonist -10, MEKK3 PB1 HTS 98 and PHOSPHO1 block 15.
For COc1ccc(CN2CCOCCOCCOCC2)cc1 the results were GalR3 antag 6, MEKK2 mut-MEK5 1, OXTR agonist -0.1, NALP1 inh 3, MEKK2wt PB1 HTS 102, V1R ag counter 0.3, GPR7 antagonist -5, MEKK3 PB1 HTS 99 and PHOSPHO1 block 2.
`Cc1cc(OC(C)C(=O)N2CCN(c3ccccc3)CC2)c2c(C)c(C)c(=O)oc2c1` (configuration not stated) gave GalR3 antag -5, MEKK2 mut-MEK5 -1, OXTR agonist -0.1, NALP1 inh 19, MEKK2wt PB1 HTS 99, V1R ag counter 1.2, GPR7 antagonist -13, MEKK3 PB1 HTS 100 and PHOSPHO1 block 28.
`c1ccc(-c2cc(-c3nc(-c4ccccn4)no3)c3ccccc3n2)cc1` gave GalR3 antag 1, MEKK2 mut-MEK5 2, OXTR agonist 0.7, MEKK2wt PB1 HTS 102, V1R ag counter 0.6, GPR7 antagonist -6 and MEKK3 PB1 HTS 108.
Screening COc1ccc(OC)c(/C=N/NC(=O)c2cc3c(OC)cc(OC)cc3[nH]2)c1 returned GalR3 antag -2, MEKK2 mut-MEK5 -1, OXTR agonist -1.5, NALP1 inh -5, MEKK2wt PB1 HTS 103, V1R ag counter -0.5, GPR7 antagonist -8, MEKK3 PB1 HTS 104 and PHOSPHO1 block -23.
CC(C)C(NC(=O)OC(C)(C)C)C(=O)N1CCCC1C(=O)NC(Cc1ccccc1)C(N)=O (configuration not stated) was read as GalR3 antag -5, MEKK2 mut-MEK5 1, OXTR agonist 0.2, NALP1 inh -2, MEKK2wt PB1 HTS 100, V1R ag counter -0.1, GPR7 antagonist 23, MEKK3 PB1 HTS 102 and PHOSPHO1 block -5.
Screening CN(C)S(=O)(=O)c1ccc(S(=O)(=O)N2CCN(CCC#N)CC2)cc1 returned GalR3 antag 0, MEKK2 mut-MEK5 0, OXTR agonist 0.0, NALP1 inh 20, MEKK2wt PB1 HTS 100, V1R ag counter -0.1, GPR7 antagonist 1, MEKK3 PB1 HTS 100 and PHOSPHO1 block -22.
`COc1cc(CCC(=O)OCC(=O)Nc2ccc(C(N)=O)cc2)cc(OC)c1OC` gave MEKK2 mut-MEK5 4, OXTR agonist 0.6, NALP1 inh 18, MEKK2wt PB1 HTS 105, V1R ag counter 1.1, GPR7 antagonist -7, MEKK3 PB1 HTS 112 and PHOSPHO1 block 28.
`COc1ccc(-c2cc(=O)oc3cc(OC(=O)C4CCCCC4)ccc23)cc1` gave GalR3 antag 0, MEKK2 mut-MEK5 2, OXTR agonist 0.0, NALP1 inh 18, MEKK2wt PB1 HTS 103, V1R ag counter 0.8, GPR7 antagonist 0, MEKK3 PB1 HTS 101 and PHOSPHO1 block -2.

Structural class, the compounds so far with sulfur
For COc1ccc(-n2nnc3c(SCC(=O)Nc4ccccc4F)ncnc32)cc1 the results were GalR3 antag 0, MEKK2 mut-MEK5 -3, OXTR agonist 1.3, NALP1 inh -4, MEKK2wt PB1 HTS 100, V1R ag counter 0.9, GPR7 antagonist -4, MEKK3 PB1 HTS 102 and PHOSPHO1 block -37.
Screening CN(C)S(=O)(=O)c1ccc(S(=O)(=O)N2CCN(CCC#N)CC2)cc1 returned GalR3 antag 0, MEKK2 mut-MEK5 0, OXTR agonist 0.0, NALP1 inh 20, MEKK2wt PB1 HTS 100, V1R ag counter -0.1, GPR7 antagonist 1, MEKK3 PB1 HTS 100 and PHOSPHO1 block -22.

The results go on.
COc1ccc(NC(=O)CN(C)S(=O)(=O)c2ccccc2)cc1OC was read as GalR3 antag -8, MEKK2 mut-MEK5 5, OXTR agonist -0.5, NALP1 inh 34, MEKK2wt PB1 HTS 101, V1R ag counter 0.1, GPR7 antagonist -11, MEKK3 PB1 HTS 101 and PHOSPHO1 block 26.
Screening COc1cc(NC(=O)COC(=O)c2cc(S(=O)(=O)N3CCCCC3)ccc2Cl)c(C)cc1[N+](=O)[O-] returned GalR3 antag 0, MEKK2 mut-MEK5 -4, OXTR agonist -1.2, NALP1 inh 27, MEKK2wt PB1 HTS 92, V1R ag counter -0.1, GPR7 antagonist -6, MEKK3 PB1 HTS 93 and PHOSPHO1 block -12.
`CCS(=O)(=O)N1CCN(C(=O)CC(C)C)CC1` gave GalR3 antag -4, MEKK2 mut-MEK5 -2, OXTR agonist 1.0, NALP1 inh 1, MEKK2wt PB1 HTS 101, V1R ag counter 0.5, GPR7 antagonist -11, MEKK3 PB1 HTS 104 and PHOSPHO1 block 33.
Screening COc1ccc(-c2cc3cc(C(=O)O)ccn3c2C(=O)c2ccccc2)cc1 returned GalR3 antag -6, MEKK2 mut-MEK5 2, OXTR agonist -1.8, NALP1 inh -1, MEKK2wt PB1 HTS 105, V1R ag counter -0.4, GPR7 antagonist -8, MEKK3 PB1 HTS 106 and PHOSPHO1 block 40.
`CCc1ccc(NC(=O)CC2C(=O)N(c3ccc(C)cc3)C(=O)N2CCc2ccncc2)cc1` (configuration not stated) gave GalR3 antag -7, MEKK2 mut-MEK5 -5, OXTR agonist -0.8, NALP1 inh -1, MEKK2wt PB1 HTS 90, V1R ag counter -0.3, GPR7 antagonist -5, MEKK3 PB1 HTS 94 and PHOSPHO1 block -2.
Cc1ccc2cc(COC(=O)c3ccco3)c(=O)[nH]c2c1 was read as GalR3 antag -3, MEKK2 mut-MEK5 3, OXTR agonist -0.9, NALP1 inh 14, MEKK2wt PB1 HTS 93, V1R ag counter 0.5, GPR7 antagonist -18, MEKK3 PB1 HTS 99 and PHOSPHO1 block 2.
CCCS(=O)(=O)N1CCCC(C(=O)NCCc2ccc(OC)c(OC)c2)C1 (configuration not stated) was read as GalR3 antag 1, MEKK2 mut-MEK5 3, OXTR agonist -0.9, NALP1 inh -1, MEKK2wt PB1 HTS 102, V1R ag counter 0.4, GPR7 antagonist 0, MEKK3 PB1 HTS 100 and PHOSPHO1 block 35.
`O=C(c1ccc(-c2ccccc2)c(F)c1)C1CCCN(CCCn2cccn2)C1` (configuration not stated) gave GalR3 antag -5, MEKK2 mut-MEK5 -17, OXTR agonist 9.4, MEKK2wt PB1 HTS 88, V1R ag counter 2.6, GPR7 antagonist 14, MEKK3 PB1 HTS 82 and PHOSPHO1 block 32.
`CC(NC(=O)COC(=O)CCc1nc2ccccc2c(=O)[nH]1)c1ccccc1` (configuration not stated) gave GalR3 antag -5, MEKK2 mut-MEK5 -2, OXTR agonist 0.0, NALP1 inh -4, MEKK2wt PB1 HTS 99, V1R ag counter -0.7, GPR7 antagonist -8, MEKK3 PB1 HTS 100 and PHOSPHO1 block 40.
For NNC(=O)CNC(c1ccccc1)c1cc(Br)ccc1NC(=O)c1ccccc1Br (configuration not stated) the results were GalR3 antag -1, MEKK2 mut-MEK5 2, OXTR agonist -1.4, NALP1 inh -7, MEKK2wt PB1 HTS 115, V1R ag counter -0.6, GPR7 antagonist -10, MEKK3 PB1 HTS 107 and PHOSPHO1 block 44.
`Cc1cccc(N(C(=O)c2snc(C(N)=O)c2N)C(C(=O)NCC2CCCO2)c2c[nH]c3ccccc23)c1` (configuration not stated) gave GalR3 antag -10, MEKK2 mut-MEK5 -2, OXTR agonist 0.2, NALP1 inh -11, MEKK2wt PB1 HTS 104, V1R ag counter -0.1, GPR7 antagonist 9, MEKK3 PB1 HTS 103 and PHOSPHO1 block 32.
`CCn1ccnc1CN(C)Cc1cn(-c2ccc(C)cc2)nc1-c1ccc(F)cc1` gave GalR3 antag -7, MEKK2 mut-MEK5 7, OXTR agonist -1.7, NALP1 inh 12, MEKK2wt PB1 HTS 113, V1R ag counter -0.6, GPR7 antagonist -2, MEKK3 PB1 HTS 101 and PHOSPHO1 block 52.
For CCN(CC)C(=O)Oc1ccc2c(=O)c(-c3ccccc3)coc2c1 the results were GalR3 antag -6, MEKK2 mut-MEK5 3, OXTR agonist 2.4, NALP1 inh 16, MEKK2wt PB1 HTS 102, V1R ag counter 3.5, GPR7 antagonist 4, MEKK3 PB1 HTS 97 and PHOSPHO1 block 18.
Screening Cc1cc(=O)n2nc(N3CCCC3C(=O)NCCCN3CCCCC3)sc2n1 (configuration not stated) returned GalR3 antag 3, MEKK2 mut-MEK5 -4, OXTR agonist 0.3, NALP1 inh 17, MEKK2wt PB1 HTS 92, V1R ag counter -0.1, GPR7 antagonist 1, MEKK3 PB1 HTS 95 and PHOSPHO1 block 25.
`CC(C)c1ccc(NC(=O)c2ccc(Br)o2)cc1` gave GalR3 antag -6, MEKK2 mut-MEK5 4, OXTR agonist -2.4, NALP1 inh -4, MEKK2wt PB1 HTS 113, V1R ag counter 0.0, GPR7 antagonist 5, MEKK3 PB1 HTS 110 and PHOSPHO1 block -1.
Screening COc1cc(C(=O)ONC(=O)c2ccc(OC(F)F)cc2)cc(OC)c1OC returned GalR3 antag -10, MEKK2 mut-MEK5 3, OXTR agonist 1.0, NALP1 inh 37, MEKK2wt PB1 HTS 98, V1R ag counter 2.5, GPR7 antagonist -25, MEKK3 PB1 HTS 98 and PHOSPHO1 block 35.
`COC(=O)c1ccc(CN2C(=O)C(C)N(C(=O)c3c(F)cccc3F)c3ccccc32)cc1` (configuration not stated) gave GalR3 antag -4, MEKK2 mut-MEK5 -4, OXTR agonist -1.2, NALP1 inh 22, MEKK2wt PB1 HTS 95, V1R ag counter 1.0, GPR7 antagonist 8, MEKK3 PB1 HTS 93 and PHOSPHO1 block 44.
For O=C1CN(C(=O)COC(=O)c2cccc(S(=O)(=O)NCc3ccccc3)c2)c2ccccc2N1 the results were GalR3 antag -3, MEKK2 mut-MEK5 4, OXTR agonist 0.2, NALP1 inh -10, MEKK2wt PB1 HTS 103, V1R ag counter 0.5, GPR7 antagonist 8, MEKK3 PB1 HTS 105 and PHOSPHO1 block 36.
COc1cccc(C(c2nnnn2Cc2ccccc2)N2CCN(C(=O)c3ccco3)CC2)c1OC (configuration not stated) was read as GalR3 antag 6, MEKK2 mut-MEK5 5, OXTR agonist -0.2, NALP1 inh 15, MEKK2wt PB1 HTS 102, V1R ag counter 1.4, GPR7 antagonist -2, MEKK3 PB1 HTS 104 and PHOSPHO1 block 31.
Screening COc1ccc(C2CC(c3ccccc3)Nc3ncnn32)cc1 (configuration not stated) returned GalR3 antag -2, MEKK2 mut-MEK5 -1, OXTR agonist 1.3, NALP1 inh 11, MEKK2wt PB1 HTS 98, V1R ag counter 0.9, GPR7 antagonist 12, MEKK3 PB1 HTS 101 and PHOSPHO1 block -12.

From PubChem BioAssay
